GRP78 ERSR act: inducers of ER stress response in human glioma cells; U87-MG GRP78 promoter luciferase reporter, 16 h; Potency, µM, for the others: at the highest dose activation, usual class: activators; 0.02% of 420,000 active; AID 602332; further: potency means the concentration at half of the fitted maximal effect; series mostly up to about 76 µM; % of control where 0% means no effect; nearly all actives have a fitted effect of over 35% in size
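Stably transfected U87-MG human glioma cells carrying a GRP78-based luminescent sensor were seeded at 1000 cells/well, pin-dosed with compounds and incubated 16 h. Luciferase reagent was then added, and end-point luminescence was read after 10 min at room temperature.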
D1 ag: activates the human D1 dopamine receptor; AID 504660; P21728; 1% of 360,000 active; HEK293 T-REx D1 cells, calcium flux, agonist mode; activation, % at 2 µM; in the data active means activation above about 30%; further: 0% is about no effect
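Tetracycline-induced HEK293 TREx D1 cells, force-coupled to calcium signalling, were dye-loaded with a no-wash calcium kit. Compound was pin-added after a 10 s baseline. Fluorescence was read kinetically at 1 cycle/s for 180 s, with calcium rises flagged as agonism.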
Vif-APOBEC3G blk: blocks the Vif interaction with human APOBEC3G; Q9HC16; HeLa A3G-eYFP + Vif (tagged APOBEC3G with the HIV-1 protein that degrades it), YFP fluorescence, overnight; Potency, µM (series often up to 46.1 µM), for inactives: at the top dose activity, negative = active, hits mostly inhibitors; 0.076% of 410,000 active; AID 602310;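 further: potency means the concentration at half of the fitted maximal effect; on the % scale 0 is the no-effect control and ±100 the full control effect; nearly all actives have a fitted effect of over 60% in size; hits raise eYFP signal because A3G escapes Vif-driven loss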
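HeLa cells stably expressing Vif and C-terminally eYFP-tagged A3G, seeded overnight at 37 deg C, then exposed to compound by pintool overnight at 37 deg C. Rise in yellow fluorescence (Ex 488/Em 500-530, Acumen) marks blocked Vif-driven A3G degradation.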
D2 potentiator: positively modulates the human D2 dopamine receptor allosterically; P14416; HEK293 T-REx D2, calcium flux, EC20 dopamine potentiation; potentiation, % at 10 µM; 0.34% of 340,000 active; AID 485347;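 active means potentiation over 3 SD above the plate norm, cut at about 30% in these data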; further: 0% is about no effect
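Calcium flux readout, no-wash dye, 1 read/s. Inducible HEK293 Trex D2 line, overnight 30 C. Compound alone 180 s (agonist flags), then EC20 dopamine, another 180 s to score potentiation.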
D1 PAM: human D1 dopamine receptor positive modulation | P21728 | HEK293 TREx D1 cells, calcium flux, dopamine EC20 potentiation | potentiation, % at 10 µM | 0.036% of 360,000 active; in the data active means potentiation above about 30%; further: 0% is about no effect
RXFP1 antagonist: blocks the human relaxin receptor RXFP1 | 0.59% of 350,000 active | HEK293-RXFP1, relaxin-stimulated cAMP HTRF, 30 min; stronger effect = lower value | AID 1259400 | activity change, negative = inhibition, % at 57.5 µM;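 active means activity change of -60% or lower, but not beyond a set lower limit; inconclusive means change between -60% and -40%, or beyond the set limit; inactive means change above -40%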; further: on the % scale 0 is the no-effect control and ±100 the full control effect
Target sequence (Q9HBX9 whole entry, looked up): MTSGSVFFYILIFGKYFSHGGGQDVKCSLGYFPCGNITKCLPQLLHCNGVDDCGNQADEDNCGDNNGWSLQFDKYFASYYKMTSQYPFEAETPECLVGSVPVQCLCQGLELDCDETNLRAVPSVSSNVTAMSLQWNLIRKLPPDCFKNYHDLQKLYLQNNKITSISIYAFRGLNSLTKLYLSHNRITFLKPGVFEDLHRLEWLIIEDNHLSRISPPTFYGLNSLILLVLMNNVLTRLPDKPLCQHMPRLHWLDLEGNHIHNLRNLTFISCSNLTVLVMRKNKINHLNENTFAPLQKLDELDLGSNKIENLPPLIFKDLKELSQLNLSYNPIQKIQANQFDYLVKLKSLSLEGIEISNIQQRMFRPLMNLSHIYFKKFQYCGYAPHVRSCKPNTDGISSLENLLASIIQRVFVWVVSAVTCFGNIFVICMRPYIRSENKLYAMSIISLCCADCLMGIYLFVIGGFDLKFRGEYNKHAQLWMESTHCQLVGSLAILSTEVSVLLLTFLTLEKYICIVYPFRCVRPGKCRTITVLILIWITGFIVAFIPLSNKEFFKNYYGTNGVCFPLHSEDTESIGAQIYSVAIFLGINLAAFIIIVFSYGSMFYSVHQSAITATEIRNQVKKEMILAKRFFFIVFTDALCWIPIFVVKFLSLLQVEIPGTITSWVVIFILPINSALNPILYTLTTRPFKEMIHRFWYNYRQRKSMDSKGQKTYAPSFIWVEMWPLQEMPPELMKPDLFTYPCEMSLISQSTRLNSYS
Vif-APOBEC3F blk: Vif-A3F binding inhibition; HeLa A3F-eYFP + Vif (tagged APOBEC3F with the HIV-1 protein that degrades it), YFP fluorescence increase; Potency, µM (highest dose often 46.1 µM), for the others: top-dose activity, negative = active; 0.2% of 390,000 active; AID 602313; further: potency means the concentration at half of the fitted maximal effect; % of control where 0% means no effect; nearly all actives have a fitted effect of over 65% in size
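HeLa cells stably expressing Vif plus C-terminally eYFP-tagged A3F were seeded, incubated overnight at 37 deg C, dosed with compound, incubated overnight again at 37 deg C. Yellow fluorescence (Ex 488/Em 500-530) reported blocked Vif-mediated A3F-eYFP degradation.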
D1 antagonist: blocks dopamine activation of the human D1 receptor; P21728; HEK293 TREx D1 cells, calcium flux, dopamine EC80; stronger effect = lower value; activity change, negative = inhibition, % at 10 µM; 3.2% of 360,000 active; in the data active means activity change below about -30%; further: on the % scale 0 is the no-effect control and ±100 the full control effect
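Tetracycline-induced HEK293 Trex D1 cells, force-coupled to calcium, dye-loaded; compounds added and read 180 s, then EC80 dopamine added and calcium flux tracked kinetically another 180 s.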
RXFP1 ag: agonists of human relaxin receptor RXFP1; Q9HBX9; HEK293T-RXFP1 cAMP TR-FRET, 30 min; response scale: percent of porcine relaxin response, buffer zero; Potency, µM (highest dose often 57.5 µM), for inactives: at the top dose activation, usual class: activators; 0.3% of 370,000 active; AID 2676; further: potency means the concentration at half of the fitted maximal effect; on the % scale 0 is the no-effect control and ±100 the full control effect; nearly all actives have a fitted effect of over 60% in size; many of its hits are not listed in these tables
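cAMP rise read by TR-FRET after 30 min, 37C compound exposure (up to 58 uM) in RXFP1-transfected HEK293 cells with Ro 20174 present. EC50 from Hill-equation fits, with 29 nM porcine relaxin as 100% and buffer as basal.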
The depositor's hits bear a star; ? = inconclusive; . = no result given; & = joins results of further samples. Unless noted, the call rests on the fitted dose curve; in most records, active means well fitted curve in the direction sought with a large enough effect; inconclusive means small, poorly fitted or top-dose-only effect, or another doubt; inactive means no such curve, though single readings can be large; an effect the other way counts as inactive or inconclusive.

Molecule,GRP78 ERSR act,D1 ag,Vif-APOBEC3G blk,D2 potentiator,D1 PAM,RXFP1 antagonist,Vif-APOBEC3F blk,D1 antagonist,RXFP1 ag
Cc1ccc(OCC(=O)Nc2cccc(S(=O)(=O)N3CCCC3)c2)cc1C,-4%,.,2%,.,.,-2,2%,.,.
CCOC(=O)C1CCCN(C2CC(=O)N(c3cccc(C(F)(F)F)c3)C2=O)C1 (centres undefined),-6%,2,-6%,.,0,0,3%,-2,0.3%
CC(O)[C@H]1CC[C@H]2[C@@H]3CC[C@H]4C[C@@H](O)CC[C@]4(C)[C@H]3C(=O)C[C@]12C (some centres undefined),-4%,8,1%,7,-3,.,-3%,-3,-0.5%
Nn1c(Nc2ccccc2)nc2ccccc21,4%,0,-2%,-10,-5,-16,0%,-15,-0.9%
O=C(c1cc(COc2ccc(-n3cncn3)cc2)on1)N1CCCC1,4%,.,3%,.,.,-3,-2%,.,.
COc1cccc(C(=O)Oc2ccccc2/C=C\C(=O)c2cc3ccccc3o2)c1,?,5,?,-3,-6,-21,1%,-9,-0.5%
CN1C(c2ccccc2)=NO[C@]1(C)c1ccccc1,-3%,.,-2%,.,.,0,6%,.,.
Cc1cc(C)cc(NC(=O)C2C3C=CC4(O3)C2C(=O)N(CCCN2CCCCC2)C4C(=O)NC2CCCCC2)c1 (centres undefined),-2%,1,-7%,-12,3,-8,3%,-5,-3.0%
CNC(=O)COc1ccc2oc3c(c2c1)CCCC3,5%,1,-3%,-12,-2,11,-14%,0,4.5%
CCC(=O)Nc1nonc1-c1nc2ccccc2n1Cc1cccc2ccccc12,-8%,4,?,-5,-6,-10,-2%,-9,1.1%
O=C(NCc1ccccc1)c1ccc2c(c1)CCN2S(=O)(=O)c1ccc(Cl)cc1,0%,6,0%,2,-1,-5,-1%,-13,1.9%
Cc1ccnc(NC(=O)CCC(=O)N(CC(=O)NCc2ccc(F)cc2)Cc2ccccc2)c1,3%,0,2%,.,-7,-4,0%,4,-0.1%
CSc1ncc2ncn(C3OC(CO)C(O)C3O)c2n1 (centres undefined),-1%,1,1%,-2,-3,-18,2%,2,4.7%
CCC(C)N(C(=O)CSc1nnnn1-c1ccccc1OC)C1CCS(=O)(=O)C1 (centres undefined),-2%,-1,0%,-8,.,5,-1%,0,0.4%
O=S(=O)(Nc1ccccn1)c1ccc(-n2cccn2)cc1,-2%,-1,-4%,-3,-4,-108*,11%,-8,-2.6%
C[C@H](O)[C@@H]1CN2CCc3c([nH]c4ccc(-c5ccc6c(c5)OCO6)cc34)[C@@H]2C[C@@H]1N(C)C(=O)Nc1cc(Cl)cc(Cl)c1,-10%,.,-15%,.,.,-3,-22%,.,.
COCCNc1oc(/C=C/c2ccccc2)nc1C#N,1%,-1,-9%,1,-12,2,-2%,-2,?
COc1ccc(/C=N\Nc2ccc([N+](=O)[O-])cc2[N+](=O)[O-])c(C(=O)O)c1OC,-3%,1,-1%,14,2,0,0%,4,-3.1%
Cc1ccc(C)c(NC(=O)C2CC3c4ccccc4C2c2ccccc23)c1 (centres undefined),0%,0,-8%,10,14,-7,6%,30,0.4%
CCc1cccc(-n2c(=O)c3cccnc3n2CC(=O)Nc2c(C)cc(C)cc2C)c1,-1%,3,-5%,-7,2,1,5%,5,-0.3%
Cc1nc(C)c(C(=O)OCC(=O)NCCc2ccc(F)cc2)s1,-3%,3,0%,-4,-3,-2,6%,-4,0.0%
CCOC(=O)c1ccc(NC(=O)NNC(=O)CCc2ccc(OC)cc2)cc1,-3%,1,1%,8,-2,18,2%,-7,1.8%
COC(=O)c1c(NC(=O)c2ccc(OC(C)C)cc2)sc2c1CC(C)(C)NC2(C)C,-4%,3,1%,11,1,.,2%,0,1.7%
Cc1sc(NC(=O)c2ccco2)c(C(c2ccc(F)cc2)N2CCN(C)CC2)c1C (centres undefined),4%,4,1%,-4,-5,-12,8%,-5,-1.0%
CC(=O)c1ccc(S(=O)(=O)N(C)CC(=O)NCC2CCCCC2)cc1,4%,0,5%,.,-6,-3,11%,6,0.7%
COc1ccc(NC(=S)Nc2ccc(N)c([N+](=O)[O-])c2)cc1,-3%,1,-4%,0,-6,-10,3%,-15,-2.2%
COc1cccc(NC(=O)CN(C)C(=O)c2cc3c(s2)CCC3)c1,6%,0,-6%,-2,0,4,8%,0,1.1%
Cc1ccc(C(=O)c2c(N)c(-c3nc(-c4ccc5c(c4)OCO5)cs3)c3ccccn23)cc1C,.,1,.,0,-1,5,.,12,-1.1%
Cc1ccc(NC(=O)CSc2nnc(NC(=O)c3ccco3)s2)cc1,2%,1,-8%,-3,8,-1,0%,18,0.4%
Cc1ccc(S(=O)(=O)NCCCn2ccnc2)cc1C(=O)NC(C)C,-6%,3,-1%,-4,1,-5,-10%,-4,0.1%
CC(C)(C)C(=O)COC(=O)c1cc(S(=O)(=O)N2CCCCC2)ccc1N1CCOCC1,-2%,0,1%,14,1,-3,-7%,-9,-1.6%
O=c1[nH]c(SCc2ccc(Cl)cc2)nc2[nH]ncc12,0%,1,?,2,-3,-2,1%,15,-1.0%
Cc1ccc(-c2noc(CCC(=O)NCc3ccccc3CN3CCOCC3)n2)cc1,-3%,23,0%,-15,.,-5,-2%,-2,0.8%
CC(O)c1cccc(N=Cc2ccc3ccccc3c2O)c1 (centres undefined),-7%,4,-5%,-4,0,-6,1%,-2,-2.0%
Cc1ccc[n+](-c2[nH]c(=O)sc2/C=N/N=C(\[O-])CCn2c3ccccc3c3ccccc32)c1,4%,2,4%,5,-3,7,-7%,31,-2.9%
CSCCC(NS(=O)(=O)c1ccc(Cl)cc1)C(=O)OCC(=O)NC1CC1 (centres undefined),-2%,0,5%,-10,0,-3,-9%,-9,1.9%
CCn1c2ccccc2c2cc(C3C(C#N)=C(N)Oc4n[nH]c(COC)c43)ccc21 (centres undefined),-1%,6,-13%,-1,1,6,-2%,24,1.6%
CCOc1ccc2[nH]c(=O)c(CN(Cc3cccs3)Cc3nnnn3C(C)(C)CC)cc2c1,9%,0,-7%,-10,4,-7,-10%,1,5.5%
OCCCN=C1CCCc2c1[nH]c1ccc(Cl)cc21,3%,-1,-5%,1,1,5,-11%,11,1.1%
CCCOc1ccc(C(=O)Nn2c(C)nc3ccccc3c2=O)cc1,-3%,4,0%,2,-5,-24,-13%,-7,-1.4%
COc1ccc(C2CC(=O)c3ccccc3O2)cc1 (centres undefined),0%,-1,-1%,4,1,.,-2%,-6,0.1%
CC(=O)c1ccccc1NC(=O)COC(=O)c1cc(C)oc1C,-4%,1,0%,-9,-1,0,7%,12,0.9%
C/C(N)=C(/C#N)C(=O)COC(=O)c1ccccc1Oc1ccccc1,0%,10,0%,4,-3,-3,6%,-16,0.5%
Cc1c(Cl)cccc1NC(=O)NCCOCCn1c(=O)oc2ccccc21,-4%,0,-2%,3,4,.,3%,-1,-4.2%
Nc1ccc(C(=O)CC(=O)Nc2ccc(Cl)cc2)cc1,1%,5,-1%,-11,-11,-9,1%,13,3.7%
Cc1cnc(C(=O)OCC(=O)NC(C)c2ccccc2)cn1 (centres undefined),-3%,.,4%,.,.,-3,-4%,.,.
Cn1cc([C@@H]2C[C@H]3CN(Cc4cccc(Cl)c4)C(=O)[C@]34CCCN24)c(-c2ccccc2)n1,-5%,17,-4%,11,-4,-24,15%,-31*,0.0%
COc1ccc(OC)c(CN2CCN(c3ccc(S(=O)(=O)N4CCCC4)cn3)CC2)c1,-2%,22,-4%,1,-9,-13,1%,-2,-1.6%
CC(=O)N1C[C@H]2CON(C)[C@H]2C[C@H]1c1cccc(N2CCOCC2)c1,-3%,.,1%,.,.,1,-10%,.,.
Cc1ccc(NC(=O)CN2C(=O)COc3ccc(C)cc32)nc1,-3%,0,-8%,-14,-6,-15,-12%,-9,0.0%
CCCCCC(=O)Nc1cc(N(C)C)nc2ccccc12,-3%,1,0%,-12,-3,-4,-2%,4,-0.8%
CC(=O)c1ccc(OCc2cc(C(=O)N(C)CCOc3ccc(C)cc3)no2)cc1,-2%,14,0%,5,-6,-3,0%,-18,-0.2%
CCOc1ccc(S(=O)(=O)NCC(c2cccs2)S(=O)(=O)c2ccc(C)cc2)cc1 (centres undefined),-3%,5,5%,12,-3,-2,0%,.,0.7%
CC(=O)c1ccc(-n2nnnc2SCC(=O)Nc2cccc(NC(=O)c3ccco3)c2)cc1,1%,5,-5%,7,-4,12,-5%,8,4.4%
N#C/C(=N\Nc1ccc(S(=O)(=O)N2CCc3ccccc32)cc1)C(N)=S,-4%,8,-10%,0,-3,-23,3%,-14,1.3%
COc1ccc(CCNc2c(N)n(Cc3ccccc3)c(=O)[nH]c2=O)cc1OC,-2%,2,-4%,-3,-3,1,-18%,-3,7.4%
Cc1ccc(NC(=O)CCc2c(C)nn(-c3ccc(N4CCOCC4)nn3)c2C)cc1F,-2%&2%,2&2,-5%&-4%,2&19,1&-6,-2,-28%&5%,-12&-9,3.1%&6.0%
C/C(CC(=O)Nc1ccccn1)=N\NC(=O)c1ccccc1O,?,5,0%,3,2,-5,-4%,-4,-2.3%
CN(C)c1ccc(/C=N/NC(=O)C[n+]2ccccc2)cc1,4%,.,0%,.,.,-14,-6%,.,.
CNc1nc2ccccc2n1/N=C/c1cccc(OC)c1OC,-4%,4,0%,-8,-3,-13,-4%,8,1.1%
COc1cc(/C=C2\S/C(=N/S(=O)(=O)Cc3ccccc3)NC2=O)c([N+](=O)[O-])cc1OC,-1%,1,0%,1,1,1,5%,-8,-1.4%
COc1ccc(CNC(=O)CN(C)Cc2ccc(C(C)(C)C)cc2)cc1,-5%,1,4%,16,-2,-13,8%,-3,0.3%

A portion of the library. The share of hits here may be higher or lower than overall.
